High-throughput results deposited in PubChem by National Center for Advancing Translational Sciences (NCATS).
G9a block: inhibitors of human histone lysine methyltransferase G9a; Q96KQ7; G9a H3K9 monomethylation, AlphaScreen, 2 h; Potency, µM (doses to about 102 µM), for the others: top-dose activity, negative = inhibition, most hits filed as inhibitors; 350,000 compounds, 8.8% hits; AID 504332; note: potency is the fitted concentration of half-maximal effect; % is set by controls: 0 for no effect and ±100 for the full control effect; nearly all actives have a fitted effect of over 75% in size
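AlphaScreen read-out: biotin-H3K9 peptide (500 nM) methylation by 20 nM enzyme with 20 uM SAM, 2 h at room temperature after 15 min compound preincubation; anti-monomethyl H3K9 antibody plus donor/acceptor beads, 10 min dark.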
12-LOX inh: blocks human arachidonate 12S-lipoxygenase | purified 12hLO, xylenol orange hydroperoxide absorbance | Potency, µM (titrated, usually from 108 µM), inactives show at the top dose activity change, negative = inhibition, actives largely listed as inhibitors | 580,000 compounds, 1.1% hits; note: potency is the fitted concentration of half-maximal effect; % is set by controls: 0 for no effect and ±100 for the full control effect
Target sequence (P18054 whole entry, looked up): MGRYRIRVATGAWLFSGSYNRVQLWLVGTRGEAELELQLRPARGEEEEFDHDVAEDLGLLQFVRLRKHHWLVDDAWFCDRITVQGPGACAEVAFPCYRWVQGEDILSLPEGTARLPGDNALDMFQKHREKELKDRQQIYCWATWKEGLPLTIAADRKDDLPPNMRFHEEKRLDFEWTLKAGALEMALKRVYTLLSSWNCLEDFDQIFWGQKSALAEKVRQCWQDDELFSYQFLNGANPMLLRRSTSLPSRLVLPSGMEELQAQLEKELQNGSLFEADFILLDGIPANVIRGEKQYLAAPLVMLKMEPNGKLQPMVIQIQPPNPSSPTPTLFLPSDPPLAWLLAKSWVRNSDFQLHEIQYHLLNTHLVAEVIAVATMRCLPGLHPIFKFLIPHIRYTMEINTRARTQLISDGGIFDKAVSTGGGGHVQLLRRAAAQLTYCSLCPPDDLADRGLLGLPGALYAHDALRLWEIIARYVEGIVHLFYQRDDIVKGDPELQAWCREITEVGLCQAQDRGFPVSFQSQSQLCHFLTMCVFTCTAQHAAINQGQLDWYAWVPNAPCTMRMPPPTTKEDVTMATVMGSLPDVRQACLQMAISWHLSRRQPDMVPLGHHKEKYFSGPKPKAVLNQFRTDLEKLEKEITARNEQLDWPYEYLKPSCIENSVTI
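Hydroperoxide product was detected by ferrous iron/xylenol orange as the 573 to 405 nm absorbance ratio. Arachidonic acid at 40 uM (final) was turned over for 30 min at room temperature by 150 nM human 12hLO, pH 7.0 Hepes buffer, after 15 min compound preincubation.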
BAZ2B block: inhibitors of human BAZ2B bromodomain; Potency, µM (doses to about 114 µM), without a hit: top-dose activity change, negative = inhibition, actives largely listed as inhibitors; 360,000 compounds, 4.4% hits; AlphaScreen BAZ2B-H3K14Ac peptide displacement; note: potency is the fitted concentration of half-maximal effect; % is set by controls: 0 for no effect and ±100 for the full control effect; nearly all actives have a fitted effect of over 60% in size
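Complex of BAZ2B and biotin-H3K14Ac (50 nM apiece) forms over 30 min at RT, then faces library compounds up to 110 uM for another 30 min; AlphaScreen beads added, 20 min dark incubation, luminescence read.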
JMJD2A Tudor inh: inhibitors of human JMJD2A Tudor domain; O75164; 390,000 compounds, 4.4% hits; AID 504339; Potency, µM (top dose mostly 114 µM), without a hit: at the highest dose activity change, negative = inhibition, usual class: inhibitors; AlphaScreen JMJD2A-Tudor / H3K4me3 peptide binding; note: potency is the fitted concentration of half-maximal effect; % is set by controls: 0 for no effect and ±100 for the full control effect; nearly all actives have a fitted effect of over 50% in size
GLS inhibitor: inhibitors of human glutaminase (GLS); GLS enzymatic activity, qHTS titration; 410,000 compounds, 0.21% hits; Potency, µM (top dose mostly 45.5 µM), without a hit: top-dose activity change, negative = inhibition, actives largely listed as inhibitors; note: potency is the fitted concentration of half-maximal effect; % is set by controls: 0 for no effect and ±100 for the full control effect
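Compounds were pin-transferred onto hKGA, after which L-glutamine (1 mM solution) and a detection mix of glutamate oxidase, HRP and Amplex Red were added. Initial and 30 min RT fluorescence reads were collected.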
ERG Ets-DNA blk: inhibitors of human ERG Ets domain-DNA interaction | AID 624246 | 370,000 compounds, 0.028% hits | fluorescence polarization, His-ERG Ets domain / labelled DNA | P11308 | Potency, µM (doses to about 76.9 µM), inactives show top-dose FP activity, negative = inhibition, hits mostly inhibitors; active = well fitted inhibition curve with a large enough effect in the polarisation, with a control signal flat; inconclusive = small, poorly fitted or top-dose-only effect, or effect the other way, or a change in a side signal; inactive = no such curve, though single readings can be large or run the other way; the % refers to the polarisation;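 note: polarization taken with two DNA probes labelled with fluorescein and Texas red; potency is the fitted concentration of half-maximal effect; % of control where 0% means no effect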
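His-tagged ERG Ets domain (1 uM in the protein solution; 300mM KCl, 50mM Tris-HCl, 1mM EDTA, 1mM DTT, pH 7.5) received compound, then a probe mix of 5 nM fluorescein-DNA and 100nM Texas-615-DNA. Fluorescence polarization was read for both dyes.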
RGS4 inhibitor: blocks human RGS4-accelerated GTP hydrolysis; Potency, µM (top dose mostly 114 µM), for the others: at the top dose activity change, negative = inhibition, hits mostly inhibitors; 390,000 compounds, 0.039% hits; P49798; AID 504845; Transcreener GDP fluorescence polarization, RGS4-accelerated GTP hydrolysis; note: potency is the fitted concentration of half-maximal effect; % is set by controls: 0 for no effect and ±100 for the full control effect; nearly all actives have a fitted effect of over 75% in size; some results filed as inactive show a strong effect at the top dose
Target sequence (P49798 whole entry, looked up): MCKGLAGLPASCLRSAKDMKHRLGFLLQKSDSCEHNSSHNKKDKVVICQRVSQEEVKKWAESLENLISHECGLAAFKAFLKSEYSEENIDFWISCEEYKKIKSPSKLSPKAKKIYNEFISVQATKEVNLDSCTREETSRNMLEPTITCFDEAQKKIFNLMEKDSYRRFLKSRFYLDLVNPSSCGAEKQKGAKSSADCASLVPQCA
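MLSMR compounds (23 nl, pin-transferred) preincubated 10 min at room temperature with a 500nM (2x) first reagent, then RGS4 at 900nM (2x) plus Transcreener GDP mix added; fluorescence polarization (620/688 nm) read before and after 90 min at 30 °C.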
PI4K2A inh: PI4K2A (human) kinase inhibition; Q9BTU6; purified PI4K2A, ADP-Glo luminescence, 1 h; active compounds read low; activity change, negative = inhibition, % at 76.9 µM; 420,000 compounds, 0.13% hits; AID 1346378; in the data active = activity change below about -50%; inconclusive = mostly about -30% to -49%;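 note: -100% = wells without enzyme as full effect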
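In this quantitative HTS, ADP production by PI4K2A was quantified luminescently after 1 h at ambient temperature; 100 microM adenosine served as plate-quality control.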
HP1b chromo inh: inhibitors of HP1-beta chromodomain binding to methylated histone tails; Potency, µM (top dose mostly 114 µM), inactives show at the highest dose activity change, negative = inhibition, hits mostly inhibitors; AlphaScreen HP1-beta / biotin-H3K9me3 peptide binding; AID 540317; 390,000 compounds, 0.56% hits; note: potency is the fitted concentration of half-maximal effect; nearly all actives have a fitted effect of over 70% in size; inactives centre near 23
Target sequence (P83916 whole entry, looked up): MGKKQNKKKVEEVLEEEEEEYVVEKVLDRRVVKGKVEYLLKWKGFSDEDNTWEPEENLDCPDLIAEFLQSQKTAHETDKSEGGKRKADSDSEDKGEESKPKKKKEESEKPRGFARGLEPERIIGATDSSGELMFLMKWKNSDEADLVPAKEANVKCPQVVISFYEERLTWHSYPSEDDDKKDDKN
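HP1-beta protein (50 nM final) preincubated 30 min at room temperature with biotinylated H3(1-18)K9me3 peptide (50 nM) in PBS pH 7.4, 0.01% Tween-20, then compound added for 30 min. AlphaScreen streptavidin donor/nickel chelate acceptor beads (10 ug/mL final), 30 min dark, luminescence read.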
* = called active by the depositor; [ ] = remark or other dose. Unless noted, calls come from the whole dose curve; as a rule, active = well fitted curve in the direction sought with a large enough effect; inconclusive = small, poorly fitted or top-dose-only effect, or another doubt; inactive = no such curve, though single readings can be large; an effect the other way counts as inactive or inconclusive. A portion of the library; count on the stated rates, not on these rows.

How did O=C(COC(=O)c1cc(-c2ccc(Cl)s2)nc2ccccc12)NCc1ccco1 do in these assays?
G9a block: inconclusive; 12-LOX inh: inconclusive; BAZ2B block: -4%; JMJD2A Tudor inh: -5%; GLS inhibitor: -4%; ERG Ets-DNA blk: 10%; RGS4 inhibitor: inconclusive; PI4K2A inh: inconclusive; HP1b chromo inh: 28%

What do the screens show for `O=C1Nc2ccc(Br)cc2C1=Nc1cccnc1`?
G9a block: 8%[12.7 µM]; 12-LOX inh: 0%; BAZ2B block: -25%; JMJD2A Tudor inh: 6%; GLS inhibitor: -9%; ERG Ets-DNA blk: -3%; RGS4 inhibitor: -44%; PI4K2A inh: 0; HP1b chromo inh: 6%

How did COC(=O)Nc1c(-c2ccccc2)nc2ccccn12 do in these assays?
G9a block: -3%[12.7 µM]; 12-LOX inh: inconclusive; BAZ2B block: 5%; JMJD2A Tudor inh: -3%; GLS inhibitor: 1%; ERG Ets-DNA blk: 0%; RGS4 inhibitor: 1%; PI4K2A inh: 3; HP1b chromo inh: 16%

How did COc1cc(CC(NC(C)=O)C(=O)NC2CCN(C(=O)C3CC3)CC2)cc(OC)c1 (configuration not stated) do in these assays?
G9a block: 6%; 12-LOX inh: -14%; BAZ2B block: -13%; JMJD2A Tudor inh: -3%; GLS inhibitor: 9%; ERG Ets-DNA blk: -2%; RGS4 inhibitor: 6%; PI4K2A inh: 0; HP1b chromo inh: 29%

What do the screens show for `COc1ccc(CCC(=O)OCC(=O)Nc2ccc(OC)c(OC)c2)cc1OC`?
G9a block: 21%; 12-LOX inh: -13%; BAZ2B block: 0%; JMJD2A Tudor inh: -8%; GLS inhibitor: 0%; ERG Ets-DNA blk: 14%; RGS4 inhibitor: 6%; PI4K2A inh: 2; HP1b chromo inh: 16%

Results for O=C(CC(c1ccco1)S(=O)(=O)c1ccccc1)c1ccc(F)cc1 (configuration not stated) ?
G9a block: 3.5µM*; 12-LOX inh: inconclusive; BAZ2B block: -33%; JMJD2A Tudor inh: -30%; GLS inhibitor: 2%; ERG Ets-DNA blk: 4%; RGS4 inhibitor: -49%; PI4K2A inh: 1; HP1b chromo inh: -2%

How did CCOC(=O)c1ccccc1NC(=O)CN(c1cccc(C)c1C)S(=O)(=O)c1ccccc1 do in these assays?
G9a block: inconclusive; 12-LOX inh: 0%; BAZ2B block: -8%; JMJD2A Tudor inh: 6%; GLS inhibitor: -7%; ERG Ets-DNA blk: -3%; RGS4 inhibitor: -12%; PI4K2A inh: 0; HP1b chromo inh: 33%

What do the screens show for `CCOP(=O)(OCC)C(Nc1ccccc1)c1ccco1` (configuration not stated)?
G9a block: 20%[59 µM]; 12-LOX inh: 1%; BAZ2B block: -6%; JMJD2A Tudor inh: -5%; GLS inhibitor: 10%; ERG Ets-DNA blk: -9%; RGS4 inhibitor: 25%; PI4K2A inh: 5; HP1b chromo inh: 20%

How did COCCCC1CCN(C(=O)C2CCC(=O)N(CCc3cccc(F)c3)C2)CC1 (configuration not stated) do in these assays?
G9a block: -7%; 12-LOX inh: 3%; BAZ2B block: 1%; JMJD2A Tudor inh: -3%; GLS inhibitor: -1%; ERG Ets-DNA blk: -4%; RGS4 inhibitor: 4%; PI4K2A inh: -2; HP1b chromo inh: 38%

What do the screens show for `Cc1cccc(OCC(=O)Nc2c(C)ccc3nsnc23)c1C`?
G9a block: 12%[59 µM]; 12-LOX inh: -6%; BAZ2B block: -2%; JMJD2A Tudor inh: -10%; GLS inhibitor: -8%; ERG Ets-DNA blk: -1%; RGS4 inhibitor: -6%; PI4K2A inh: 1; HP1b chromo inh: 42%[activator]

Brought forward from above: three compounds; new compounds follow.
What do the screens show for `CCOP(=O)(OCC)C(Nc1ccccc1)c1ccco1` (configuration not stated)?
G9a block: 20%[59 µM]; 12-LOX inh: 1%; BAZ2B block: -6%; JMJD2A Tudor inh: -5%; GLS inhibitor: 10%; ERG Ets-DNA blk: -9%; RGS4 inhibitor: 25%; PI4K2A inh: 5; HP1b chromo inh: 20%

How did COCCCC1CCN(C(=O)C2CCC(=O)N(CCc3cccc(F)c3)C2)CC1 (configuration not stated) do in these assays?
G9a block: -7%; 12-LOX inh: 3%; BAZ2B block: 1%; JMJD2A Tudor inh: -3%; GLS inhibitor: -1%; ERG Ets-DNA blk: -4%; RGS4 inhibitor: 4%; PI4K2A inh: -2; HP1b chromo inh: 38%

What do the screens show for `Cc1cccc(OCC(=O)Nc2c(C)ccc3nsnc23)c1C`?
G9a block: 12%[59 µM]; 12-LOX inh: -6%; BAZ2B block: -2%; JMJD2A Tudor inh: -10%; GLS inhibitor: -8%; ERG Ets-DNA blk: -1%; RGS4 inhibitor: -6%; PI4K2A inh: 1; HP1b chromo inh: 42%[activator]

Results for Oc1cccc(Oc2ncc(C(F)(F)F)cc2Cl)c1 ?
G9a block: 0%; 12-LOX inh: inconclusive; BAZ2B block: -6%; JMJD2A Tudor inh: 3%; GLS inhibitor: 3%; ERG Ets-DNA blk: -6%; RGS4 inhibitor: 12%; PI4K2A inh: -1; HP1b chromo inh: 41%[activator]

What do the screens show for `CC(NCc1ccc2c(c1)OCO2)C(=O)N1CCc2ccccc21` (configuration not stated)?
G9a block: 3%; 12-LOX inh: -5%; BAZ2B block: 0%; JMJD2A Tudor inh: -26%; GLS inhibitor: 8%; RGS4 inhibitor: 2%; PI4K2A inh: 0; HP1b chromo inh: 8%

Results for CC(=O)c1ccccc1OC(=O)c1c(F)cccc1F ?
G9a block: 3%; 12-LOX inh: -16%; BAZ2B block: -1%; JMJD2A Tudor inh: -19%; GLS inhibitor: 2%; ERG Ets-DNA blk: 11%; RGS4 inhibitor: 20%; PI4K2A inh: -2; HP1b chromo inh: 71%[activator]

Results for Cc1csc(NC(=O)CSc2nnnn2C)n1 ?
G9a block: 18%[59 µM]; 12-LOX inh: 1%; BAZ2B block: -2%; JMJD2A Tudor inh: 8%; GLS inhibitor: -6%; ERG Ets-DNA blk: 3%; RGS4 inhibitor: -5%; PI4K2A inh: 1; HP1b chromo inh: 42%[activator]

Results for O=C(CSc1nnc(NC(=O)C2CC2)s1)Nc1ccccc1C(F)(F)F ?
G9a block: 26%; 12-LOX inh: -5%; BAZ2B block: -20%; JMJD2A Tudor inh: 2%; GLS inhibitor: 0%; ERG Ets-DNA blk: 21%; RGS4 inhibitor: -16%; PI4K2A inh: 0; HP1b chromo inh: 41%[activator]

What do the screens show for `CCOC(=O)N1CCN(C(=O)CSc2nnc(CNC(=O)c3c(F)cccc3Cl)o2)CC1`?
G9a block: 11%[12.7 µM]; 12-LOX inh: 0%; BAZ2B block: 3%; JMJD2A Tudor inh: -11%; GLS inhibitor: 2%; ERG Ets-DNA blk: -7%; RGS4 inhibitor: -1%; PI4K2A inh: -9; HP1b chromo inh: 21%

Results for O=C(OCc1nnc(-c2ccccc2)o1)C1CC(=O)N(c2ccccc2)C1 (configuration not stated) ?
12-LOX inh: inactive; BAZ2B block: 1%; JMJD2A Tudor inh: -14%; GLS inhibitor: 1%; ERG Ets-DNA blk: 3%; RGS4 inhibitor: -19%; PI4K2A inh: -3; HP1b chromo inh: 34%

How did OC(COc1c(Cl)cc(Cl)cc1Cl)CN1CCCCC1 (configuration not stated) do in these assays?
G9a block: 4%; 12-LOX inh: -16%; BAZ2B block: 0%; JMJD2A Tudor inh: -16%; GLS inhibitor: 10%; ERG Ets-DNA blk: -5%; RGS4 inhibitor: 7%; PI4K2A inh: 4; HP1b chromo inh: 12%

How did COc1ccc(C(=O)[C@H]2[C@H]3C(=O)N(c4ccc(OC(C)=O)cc4)C(=O)[C@H]3C3C=CC=NN32)cc1 (some centres not stated) do in these assays?
12-LOX inh: 0%; BAZ2B block: -20%; JMJD2A Tudor inh: -23%; GLS inhibitor: 12%; ERG Ets-DNA blk: -9%; RGS4 inhibitor: -24%; PI4K2A inh: -4; HP1b chromo inh: 6%

Results for Cc1cc(C(=O)Nc2cccc3cccnc23)ccc1[N+](=O)[O-] ?
12-LOX inh: 0%; BAZ2B block: -15%; JMJD2A Tudor inh: -8%; GLS inhibitor: -11%; ERG Ets-DNA blk: 2%; RGS4 inhibitor: 2%; PI4K2A inh: 5; HP1b chromo inh: 24%

What do the screens show for `CCC(=O)N1c2ccc(S(=O)(=O)N3CCN(CC)CC3)cc2CC1C` (configuration not stated)?
G9a block: 19%[0.0925 µM]; 12-LOX inh: 5%; BAZ2B block: 7%; JMJD2A Tudor inh: -14%; GLS inhibitor: 12%; ERG Ets-DNA blk: -11%; RGS4 inhibitor: -15%; PI4K2A inh: -1; HP1b chromo inh: 23%

Results for CN(c1ccccc1C(=O)Nc1cccc(C(F)(F)F)c1)S(C)(=O)=O ?
G9a block: 4%[59 µM]; 12-LOX inh: 10%; BAZ2B block: 13%; JMJD2A Tudor inh: 2%[57.1 µM]; GLS inhibitor: 5%; ERG Ets-DNA blk: -8%; RGS4 inhibitor: 5%[11.4 µM]; PI4K2A inh: -2; HP1b chromo inh: 30%
